SR-BI DiI-HDL act – enhances SR-BI lipid uptake from DiI-HDL. hit rate 0.096% among 320,000. AID 504775. activation, % at 12.5 µM. CHO ldlA[mSR-BI] cells, DiI-HDL uptake fluorescence, 3 h; 100 = double the neutral-control signal;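 active means mean replicate activation of at least 60% and every replicate at or above 60%; inconclusive means mean or all-replicate condition met, but not both; inactive means mean below 60% and not all replicates reaching 60%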;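 further: 0% = median plate neutral-control signal and 100% = twice that signal; values of inactives mirror those of a sister screen read the other way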
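material = CHO ldlA[mSR-BI] cells | medium = Ham's F12 with 0.5% BSA, HEPES 25 mM, pH 7.4 | reagent = fluorescent DiI-HDL, 10 µg/mL final | compound dosing = single-point compound dose | incubation = 3 h, 37 °C | measured by = bottom-read fluorescence, 550/595 nm | measure = HDL uptake via cellular fluorescence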
PfHsp90 yeast 2 – inhibits growth of yeast expressing Plasmodium falciparum Hsp90. hit rate 0.32% among 310,000. S. cerevisiae expressing PfHsp90, BacTiter-Glo ATP, 48 h; yeast lacking PDR1 and PDR3 efflux regulators. inhibition, % at 9.4 µM;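 active means every replicate shows inhibition above about 80%, whatever the replicate mean, limit read from the data; inconclusive means mean inhibition reaches the set limit but some replicate falls short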;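 further: 0% = DMSO neutral controls and 100% = 20 µM radicicol positive controls; yeast relying on Plasmodium falciparum Hsp90 in place of its own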
NSD2 inh – inhibitors of human histone methyltransferase NSD2. hit rate 0.54% among 310,000. inhibition, % at 12.5 µM. AID 743445. NSD2 peptide methylation, AlphaScreen, 120 min; in the data active means inhibition above about 50%
SR-BI HDL uptake – blocks mouse SR-BI lipid uptake from DiI-HDL; Q61009; ldlA[mSR-BI] CHO cells, DiI-HDL uptake fluorescence, 3 h; inhibition, % at 12.5 µM; hit rate 0.96% among 320,000;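 active means mean replicate inhibition of at least 70% and a set share of replicates each scoring 70 or more; inconclusive means meets just one of the two criteria; inactive means fails both criteria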;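 further: 0% = median of neutral control wells and 100% = median of positive control wells; values of inactives mirror those of a sister screen read the other way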
Target sequence (Q61009 whole entry, looked up): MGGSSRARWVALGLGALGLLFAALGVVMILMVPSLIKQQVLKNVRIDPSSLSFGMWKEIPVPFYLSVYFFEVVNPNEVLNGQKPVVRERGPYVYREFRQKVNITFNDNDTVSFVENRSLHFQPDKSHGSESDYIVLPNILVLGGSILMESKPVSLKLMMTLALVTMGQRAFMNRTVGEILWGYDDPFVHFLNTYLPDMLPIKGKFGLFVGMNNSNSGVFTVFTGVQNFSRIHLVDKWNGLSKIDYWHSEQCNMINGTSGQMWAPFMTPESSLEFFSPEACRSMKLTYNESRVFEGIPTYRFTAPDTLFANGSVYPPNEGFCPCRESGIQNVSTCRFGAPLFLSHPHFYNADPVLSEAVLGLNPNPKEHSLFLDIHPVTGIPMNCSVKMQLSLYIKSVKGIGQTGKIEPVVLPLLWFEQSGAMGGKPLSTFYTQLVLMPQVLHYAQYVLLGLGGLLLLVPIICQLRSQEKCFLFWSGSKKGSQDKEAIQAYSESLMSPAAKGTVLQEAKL
CAL PDZ FP-1 – blocks peptide binding to the human CAL PDZ domain. purified CAL PDZ, TMR-peptide fluorescence polarization, 1 h. inhibition, % at 24.9 µM. hit rate 0.92% among 300,000. AID 602252;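 active means mean inhibition of at least 30% with at least half of replicates also reaching 30%; inconclusive means no clear call, values can overlap the other calls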;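 further: 0% = DMSO neutral control and 100% = excess unlabeled competitor peptide PRC23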
Rtt109 Vps75 – blocks Candida albicans Rtt109/Vps75 acetyltransferase activity; Q5AAJ8; purified Rtt109/Vps75, ThioGlo CoA-SH fluorescence, 4 h; inhibition, % at 34.9 µM; hit rate 0.16% among 330,000;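 active means inhibition of at least 50% in every replicate; inconclusive means best replicate reaches 50% inhibition but some replicates fall short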
Target sequence (Q5AAJ8 whole entry, looked up): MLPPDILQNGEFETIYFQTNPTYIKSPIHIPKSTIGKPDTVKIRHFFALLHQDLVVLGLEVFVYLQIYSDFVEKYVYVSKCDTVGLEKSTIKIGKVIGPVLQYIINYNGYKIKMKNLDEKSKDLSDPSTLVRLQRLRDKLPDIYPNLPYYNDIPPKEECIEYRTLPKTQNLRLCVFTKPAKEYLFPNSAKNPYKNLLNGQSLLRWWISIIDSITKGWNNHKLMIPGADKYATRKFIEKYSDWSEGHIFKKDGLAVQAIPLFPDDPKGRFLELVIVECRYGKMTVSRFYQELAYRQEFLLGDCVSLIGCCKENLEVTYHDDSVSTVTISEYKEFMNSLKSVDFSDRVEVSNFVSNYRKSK
PvdQ inh – blocks Pseudomonas aeruginosa PvdQ acylase activity; purified PvdQ acylase, fluorescence plate reader; inhibition, % at 10 µM; hit rate 0.063% among 340,000; AID 488965; in the data active means inhibition above about 30%, passing the limit was not always enough; inconclusive means no clear call, values can overlap the other calls;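 further: 0% = vehicle neutral wells and 100% = reference inhibitor wells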
CAL PDZ FP-2 – human CAL PDZ-peptide interaction inhibition. AID 504414. hit rate 0.02% among 330,000. Q9HD26. inhibition, % at 20 µM. purified CAL PDZ, TMR-peptide fluorescence polarization, 1 h;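 active means highest replicate inhibition of at least 40%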;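 further: plate controls were DMSO neutral control wells for no effect and unlabeled competitor peptide control wells for full effect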
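Assay system – tagged CAL PDZ protein CerCALP, purified · Timing – 1 h at RT · Compound – single point, 20 µM · Measured by – fluorescence polarization from S- and P-plane intensities, G-factor corrected · Evaluation – inhibition from polarization loss · Probe or stimulus – TMR reporter peptide T*-PRC34 · Buffer or medium – pH 7.4 phosphate-saline buffer, reducing agent, detergent, IgG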
dFosB act – activators of mouse delta FosB homodimer; P13346; purified delta FosB, TAMRA-CDK5 oligo fluorescence polarization; percent of positive-control signal above neutral wells; AID 493131; activation, % at 25 µM; hit rate 0.99% among 340,000;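 active means mean activation above about 17%, with every replicate also reaching it, limit read from the data, passing the limit was not always enough; inconclusive means only one of the two conditions met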;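 further: fluorescence polarization rise as delta FosB binds a TAMRA Cdk5 AP-1 oligo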
MITF TRPM1 HTS – activators of MITF-driven TRPM1 promoter activity in SK-MEL-5 cells; SK-MEL-5 TRPM1-promoter luciferase, 24 h; % of positive control, neutral wells = 0; activation, % at 12.5 µM; hit rate 0.75% among 300,000;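 active means mean activation of at least 80% with every replicate also reaching 80%; inconclusive means mean reaches 80% but some replicate falls short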;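 further: 0% = neutral control wells and 100% = parthenolide positive control wells; values of inactives mirror those of a sister screen read the other way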
* = called active by the depositor; ? = inconclusive; / = not tested or not shown.

SMILES	SR-BI DiI-HDL act	PfHsp90 yeast 2	NSD2 inh	SR-BI HDL uptake	CAL PDZ FP-1	Rtt109 Vps75	PvdQ inh	CAL PDZ FP-2	dFosB act	MITF TRPM1 HTS
COc1ccc(N2C(=O)C(C)C(Cc3ccc(C)cc3)C2=O)cc1 (stereo unspecified)	1	6	-5	-1	3	0	-7	-1.5	-7	-3
O=C(c1ccco1)N1CCN(S(=O)(=O)c2ccc3c(c2)CCN3C(=O)C2CCC2)CC1	0	5	-46	0	-1	2	-20	-1.0	-3	-10
COC(=O)c1ccc(/C=C(\C#N)c2ccccn2)cc1	9	15	-1	-9	/	2	71*	-2.6	-8	107*
COC(=O)c1nc2nc(-c3cccs3)cc(C(F)(F)F)n2n1	20	2	-1	-20	0	/	-23	-3.3	-2	5
O=C(Nc1ccccc1N1CCOCC1)c1ccco1	/	-10	3	/	/	-6	-5	-0.7	0	-6
O=C1CC(c2ccccc2)CC(O)=C1C=NCCN1CCOCC1 (stereo unspecified)	29	-31	-1	-29	3	12	-1	-0.7	-3	-2
Cc1cc(OC(=O)c2ccc(S(=O)(=O)N(C)C)cc2)cc(=O)o1	21	25	-5	-21	2	2	-12	-1.9	-2	6
COc1cccc(-n2c(CN3CCN(c4cccc(C)c4)C(C)C3)nc3ccc([N+](=O)[O-])cc3c2=O)c1 (stereo unspecified)	14	-19	1	-14	-4	-14	-10	-0.3	-4	10
O=S(=O)(Nc1ncccn1)c1ccc(NS(=O)(=O)c2cc(Cl)ccc2Cl)cc1	-2	9	-2	2	-5	2	-15	-4.9	-14	16
CC(C)Oc1ccc(C(=O)NCc2ccco2)cc1	18	-21	0	-18	1	-9	-14	-0.4	4	42
CC1N(O)C(c2ccc(Cl)cc2Cl)N(O)C1(C)C (stereo unspecified)	22	-13	-6	-22	-2	4	-10	-0.6	0	-1
COc1ccc(C2C(=O)N(C3CCCCC3)CC(=O)N2Cc2ccc3c(c2)OCO3)cc1 (stereo unspecified)	8	/	2	-8	-1	25	4	-1.9	-14	-12
Cc1ccc(/C=N/Nc2ccnc3cc(Cl)ccc23)c(C)c1	-17	-6	-2	17	7	-5	-14	-1.3	49*	-87
Cc1nc2c(C)cccn2c(=O)c1NC(=O)c1cccs1	23	/	0	-23	10	25	8	-1.8	6	-2
Cc1cccc(NC(=O)CCCc2ccccc2)c1C	0	8	-3	0	/	-1	-10	-0.9	6	6
Cc1ccc(CNC(=O)C2(C(F)(F)F)C/C(=C\Cc3ccccc3)CCCO2)o1 (stereo unspecified)	14	1	/	-14	-3	-1	-19	-1.0	-12	-5
CC1CN(C(=O)c2ccc(NS(=O)(=O)c3ccc(F)cc3)cc2)CC(C)O1 (stereo unspecified)	6	5	-1	-6	-2	-12	-4	-1.7	1	11
Cc1nc(CS(=O)(=O)c2ccccc2)cc(N2CCN(c3ccccc3F)CC2)n1	-13	-20	-3	13	4	-3	6	-0.6	-3	-12
O=C(Nc1nccs1)c1cncc(Br)c1	-34	/	-1	34	1	-7	0	-0.1	-6	35
Cc1ccc(C)c(N(C(=O)CNC(=O)c2ccco2)C(C(=O)NC2CCCCC2)c2cccnc2)c1 (stereo unspecified)	18	-25	-3	-18	-6	-3	-12	-2.1	-5	8
N#CC1=C(N)N(c2ccccc2C#N)C2=C(C(=O)CCC2)C1c1ccsc1 (stereo unspecified)	9	-32	0	-9	0	20	-8	-0.8	0	-17
O=C(Nc1nccs1)c1nc[nH]c1C(=O)N1CCN(c2ccccc2)CC1	4	10	/	-4	-2	-28	-7	0.1	-5	11
CCc1nc2ccc(C(=O)N3CCN(c4ccccc4)CC3)cc2nc1CC	5	8	4	-5	0	6	-1	-2.0	-15	1
O=C(CS(=O)CC(=O)N(CC(=O)NC1CCCC1)c1ccc2c(c1)OCCO2)Nc1ccc(F)cc1 (stereo unspecified)	7	23	-1	-7	-1	6	6	-0.7	-3	/
O=C(CCN1CCOCC1)NNC(=O)/C(=C/c1ccccc1)NC(=O)c1ccccc1	18	-5	0	-18	-1	3	-1	-0.1	3	6
O=C(OCC(=O)N1CCCc2ccccc21)c1cc(Br)ccc1O	-18	6	-3	18	/	6	-21	-1.6	-6	1
O=C(Nc1ccc2c(c1)CCC2)c1ccc(F)cc1	-18	9	18	18	-10	-3	-9	-1.3	-7	40
Cc1nc(-c2ccc(C(=O)Nc3cccc(Br)c3)cc2)cs1	-64	0	0	64	0	-5	-4	-3.2	-9	22
COc1cccc(NC(=O)N2CCC(NC(=O)c3ccco3)CC2)c1	/	4	0	/	/	7	-1	0.2	-2	2
O=C(/C=C/c1ccccc1)Nc1cc(S(=O)(=O)N2CCOCC2)ccc1N1CCOCC1	16	15	-3	-16	/	2	-12	-1.2	-11	7

Three compounds from above, ordered by their value in SR-BI DiI-HDL act, largest number first:
mol,SR-BI DiI-HDL act
O=C(CS(=O)CC(=O)N(CC(=O)NC1CCCC1)c1ccc2c(c1)OCCO2)Nc1ccc(F)cc1 (stereo unspecified),7
CC1CN(C(=O)c2ccc(NS(=O)(=O)c3ccc(F)cc3)cc2)CC(C)O1 (stereo unspecified),6
O=C(Nc1ccc2c(c1)CCC2)c1ccc(F)cc1,-18

More structures
SMILES	SR-BI DiI-HDL act	PfHsp90 yeast 2	NSD2 inh	SR-BI HDL uptake	CAL PDZ FP-1	Rtt109 Vps75	PvdQ inh	CAL PDZ FP-2	dFosB act	MITF TRPM1 HTS
COc1cccc(CNS(=O)(=O)c2cn(C)cn2)c1	12	/	/	-12	-4	2	-12	0.8	-1	6
CC(=O)N/C(=C\c1ccccc1Cl)C(=O)O	-2	-6	-1	2	1	2	-20	-0.3	2	6
Cc1nc2ccccc2c(=O)n1/N=C/c1cccs1	0	1	-2	0	-2	5	-15	-1.3	-4	16
Cc1sc2ncn(CC(=O)NCc3ccco3)c(=O)c2c1-c1ccc(F)cc1	0	4	5	0	-11	-2	2	-3.3	-7	5
COc1ccccc1N1C(N)=NC(N)=NC12CCCCC2	5	-4	-2	-5	-3	1	-3	0.1	0	/
N/C(=N\OC(=O)Cc1ccccc1)c1cccc(Br)c1	30	-22	0	-30	-5	1	-7	0.1	6	14
CCOC(=O)C1C(=O)NC(N2CCOCC2)=NC1c1ccco1 (stereo unspecified)	12	-6	0	-12	-7	2	0	-0.3	-4	-13
CCCCN(CCCC)CCCNC(=O)C12CN(Cc3ccccc3)CC1C(c1cccc([N+](=O)[O-])c1)=NO2 (stereo unspecified)	29	-8	/	-29	-9	4	-4	-0.8	0	4
CC(C)CS(=O)(=O)C1=NN2C(=N)/C(=C\c3ccc(OC(=O)c4ccco4)cc3)C(=O)N=C2S1	40	-37	14	-40	-5	-1	-8	-3.3	-14	0
COc1ccc(C(=O)N/N=C(\C)CC(=O)Nc2ccc(Cl)cn2)cc1	-7	-12	-3	7	-9	15	-11	-1.1	0	/
Cc1ccc(S(=O)(=O)NCCC(=O)NCC(c2cccs2)N(C)C)cc1C (stereo unspecified)	-8	-1	-2	8	-8	0	-9	-1.3	-7	-3
CCOC(=O)Nc1ccc2c(c1)N(C(=O)CCN1CCN(CCO)CC1)c1ccccc1CC2	1	-14	0	-1	-4	-1	-5	0.6	-6	-7
O=C1CN2C(=N1)N(Cc1ccccc1)c1ccccc12	18	-11	-2	-18	-4	0	-12	-1.1	-5	-10
Cc1ccc(C(=O)/C=C/c2ccc3ncccc3c2)cc1	-4	-1	2	4	-4	2	-6	-0.9	-9	/
CCOc1ccc2[nH]c3c(N4CCN(c5ccccn5)CC4)ncnc3c2c1	-40	10	3	40	/	-7	-2	0.1	-4	-4
Cc1oc(/N=C/c2ccc(O)cc2O)c(C#N)c1C	-4	-10	5	4	0	-28	-11	-1.4	-8	-15
Nc1c(Cl)cc(-c2csc(N3CCCC3c3nc4cc(Cl)c(Cl)cc4n3CCOCCO)n2)cc1Cl (stereo unspecified)	21	-26	/	-21	1	-1	-16	-0.1	-7	-20
COC(=O)c1ccc(CSc2nncn2N)cc1	5	-7	-4	-5	1	-2	-9	-1.9	3	-2
Cc1cc(=O)[nH]c(N/N=C/c2c(F)c(F)c(F)c(F)c2F)n1	1	37	1	-1	-4	3	-6	1.8	-14	5
CO[C@H]1C=CO[C@@]2(C)Oc3c(C)c(O)c4c(O)c(c(C=NN5CCN(C)CC5)c(O)c4c3C2=O)NC(=O)C(C)=CC=C[C@H](C)[C@H](O)[C@@H](C)[C@@H](O)[C@@H](C)[C@H](OC(C)=O)[C@@H]1C	5	-1	/	17	-2	?	-1	-0.3	-6	-19
O=C(O)c1ccc(S(=O)(=O)c2ccc3c(c2)C(=O)N(c2ccc(Br)cc2)C3=O)cc1	/	39	2	/	-1	-6	-9	-3.3	1	/
O=C(C=Cc1ccccc1Cl)c1ccccc1	4	-45	-5	-4	-9	-2	-7	-0.6	-14	16
COC(=O)/C=C/c1cc(F)ccc1S(=O)(=O)NC(C)(C)C	2	/	/	-2	-5	1	-7	-0.2	-1	7
COc1ccc2c(ccn2S(=O)(=O)c2ccccc2)c1	45	32	0	-45	1	4	-14	-1.5	-3	-3
Cc1ccc(C(C)(C)C)c(SCC(=O)Nc2nnc(C)s2)c1	18	7	2	-18	-6	27	13	0.7	-1	-2
CC(=O)c1cccc(N2C(=NC(=O)CCc3ccccc3)SC3CS(=O)(=O)CC32)c1 (stereo unspecified)	23	18	4	-23	-7	-12	2	-0.1	-13	1
CN(C)C(=O)/C(=C\c1ccc(-c2cccc([N+](=O)[O-])c2)o1)NC(=O)c1ccccc1	-17	-6	5	17	/	5	-11	-0.3	-12	/
Cc1ccc2cc(CN(C)C(=O)C3CCCO3)c(=O)[nH]c2c1 (stereo unspecified)	-12	1	-2	12	-3	-2	-17	0.1	-8	14
CCC1CN(C(=O)N2CCC(C(=O)NCc3ccc(C)o3)CC2)c2cc(C)ccc2O1 (stereo unspecified)	-64	-34	/	64	-4	4	-11	-2.1	-13	-5
CN(C)/C=N/c1nc2nccc(-c3ccccn3)n2n1	1	29	-2	-1	3	/	-14	-0.7	-2	-5
CC(C)CNS(=O)(=O)c1ccc(S(=O)(=O)N2CCN(CCC#N)CC2)cc1	-30	/	/	30	/	-2	2	0.2	-16	/
Cc1cccc2sc(N3CCN(C(=O)c4cccs4)CC3)nc12	0	5	-2	0	-4	10	11	-1.2	-1	39
CC1CCc2c(sc3nc4n(c(=O)c23)CCS4)C1 (stereo unspecified)	4	/	0	-4	/	-5	-12	-1.4	0	74
